Mito fusion yeast = blocks mitochondrial division or promotes mitochondrial fusion; S. cerevisiae fusion-defective mutant growth rescue, CellTiterGlo 48 h; Potency, µM (series often up to 46.1 µM), without a hit: at the top dose growth rescue (activation), hits mostly activators; actives 0.23% (n = 320,000);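 further: potency means the concentration at half of the fitted maximal effect; % of control where 0% means no effect; nearly all actives have a fitted effect of over 45% in size; temperature-sensitive fusion mutants such as fzo1-1 at 37 °C on non-fermentable ethanol glycerol medium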
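Temperature-sensitive fusion-defective S. cerevisiae (e.g. fzo1-1, mgm1-5) were grown with compound in YPEG medium (3% ethanol, 3% glycerol) for 48 hours at 37C. Growth rescue was measured as viability by CellTiterGlo luminescence after 10 minutes at ambient.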
Rab9 prom act = Rab9 promoter activation | Huh7 Rab9 promoter-luciferase reporter, luminescence, 24 h | Potency, µM (series often up to 9.22 µM), for inactives: at the highest dose activation, negative = inhibition, actives largely listed as activators | actives 2.8% (n = 320,000) | AID 485297; further: potency means the concentration at half of the fitted maximal effect; % of control where 0% means no effect; nearly all actives have a fitted effect of over 60% in size
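Luciferase signal after 10 min detection reagent at ambient indicates Rab9 promoter upregulation; stably transfected Huh7 cells were treated 24 h with compound in DMSO at 37 °C, 5% CO2.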
MBNL1-CUG inh = blocks human MBNL1 binding to CUG repeat RNA. TR-FRET MBNL1-His/biotin-(CUG)12 binding, 665/545 ratio. Potency, µM (doses to about 57.5 µM), without a hit: top-dose activity change, negative = inhibition, hits mostly inhibitors. Q9NR56. actives 0.036% (n = 280,000); active means well fitted inhibition curve with a large enough effect in the signal ratio, with a control signal flat, not every such curve was filed as active; inconclusive means small, poorly fitted or top-dose-only effect, or effect the other way, or a change in a side signal; inactive means no such curve, though single readings can be large or run the other way; the % refers to the signal ratio; further: potency means the concentration at half of the fitted maximal effect; on the % scale 0 is the no-effect control and ±100 the full control effect
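Compound titration spanned 92 nM–58 uM against the MBNL1-His/biotin-(CUG)12 complex. After 60 min at room temperature with 5 nM streptavidin-XL665 and 0.055 ng/ul terbium anti-His, ratiometric 665/545 nm emission (Ex 340 nm) normalized to controls.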
RORg inh = blocks mouse ROR gamma transcriptional activity. P51450. Drosophila S2 Gal4-RORgamma UAS-luciferase reporter, 20 h. Potency, µM (series often up to 53.6 µM), without a hit: at the highest dose activity change, negative = inhibition, hits mostly inhibitors. actives 5.4% (n = 310,000). AID 2551; further: potency means the concentration at half of the fitted maximal effect; on the % scale 0 is the no-effect control and ±100 the full control effect; nearly all actives have a fitted effect of over 60% in size
Target sequence (P51450 whole entry, looked up, the tested form may be a part): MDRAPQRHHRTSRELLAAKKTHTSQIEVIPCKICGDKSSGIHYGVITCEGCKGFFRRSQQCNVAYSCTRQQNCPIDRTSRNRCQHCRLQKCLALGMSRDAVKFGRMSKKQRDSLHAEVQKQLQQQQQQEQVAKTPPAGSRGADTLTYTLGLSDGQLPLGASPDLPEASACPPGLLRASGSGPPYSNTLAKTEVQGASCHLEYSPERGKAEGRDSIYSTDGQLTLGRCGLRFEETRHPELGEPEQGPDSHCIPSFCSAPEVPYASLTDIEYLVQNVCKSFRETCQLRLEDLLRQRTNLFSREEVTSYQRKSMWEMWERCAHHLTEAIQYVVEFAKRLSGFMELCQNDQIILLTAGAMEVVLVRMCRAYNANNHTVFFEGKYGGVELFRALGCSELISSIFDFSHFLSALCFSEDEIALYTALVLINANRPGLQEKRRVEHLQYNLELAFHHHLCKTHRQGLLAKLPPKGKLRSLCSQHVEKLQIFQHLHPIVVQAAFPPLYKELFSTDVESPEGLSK
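Using a luciferase readout, inhibitors were identified by reduced reporter activity in Drosophila cells coexpressing a copper-inducible Gal4–ROR gamma fusion and UAS-driven Photinus luciferase, incubated 20 hr after 700 uM copper sulfate.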
FLuc counter = firefly luciferase modulation, counter-screen for miR-21 project; AID 588342; P08659; actives 6.9% (n = 360,000); Potency, µM (series often up to 57.5 µM), inactives show top-dose activity change, negative = inhibition, most hits filed as inhibitors; purified FLuc, Km substrates, luminescence inhibition;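 further: potency means the concentration at half of the fitted maximal effect; plate controls were vehicle for no effect and reference inhibitor for full effect; nearly all actives have a fitted effect of over 55% in size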
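Purified P. pyralis luciferase, 10 nM final, with Km-level 10 uM D-luciferin and 10 uM ATP in 50 mM Tris acetate pH 7.5, 10 mM Mg acetate, 0.01% Tween-20, 0.05% BSA; 6-point qHTS titration about 60 µM downward; luminescence read.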
KCNH2 3.1 block = KCNH2 3.1 (human) potassium channel inhibition | U2OS KCNH2 3.1, thallium flux FluxOr; active compounds read low | activity change, % (tested at about 1.8 µM) | actives 0.95% (n = 340,000) | AID 720553;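 active means maximum activity change below -70%; inconclusive means maximum activity change from -70% to -50%; inactive means maximum activity change above -50%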;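 further: thallium influx rate constant from kinetic fluorescence after stimulation buffer; on the % scale 0 is the no-effect control and ±100 the full control effect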
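Normalized rate constant (relative to positive and negative DMSO controls) derived from a 2 min kinetic fluorescence read after stimulation; U2OS cells expressing the 3.1 isoform via virus at 1.77 x 10^8 /mL.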
ELG1 DNA repair = ELG1-dependent DNA repair inhibition. HEK293T ELG1-luciferase reporter, luminescence, 16 h; DNA damage induced by 5-fluorouridine. Potency, µM (series often up to 46.1 µM), without a hit: at the highest dose activity change, negative = inhibition, usual class: inhibitors. actives 2.3% (n = 330,000). AID 504467; further: potency means the concentration at half of the fitted maximal effect; on the % scale 0 is the no-effect control and ±100 the full control effect; nearly all actives have a fitted effect of over 55% in size
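Overnight (16 hr) co-exposure of 2,000 cells/well to 5-fluorouridine and compound at 37 °C preceded detection. Luciferase was quantified via ONE-Glo luminescence; loss of signal denotes inhibition.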
VP16 counter = Gal4-VP16 reporter inhibition counter-screen | Drosophila S2 Gal4-VP16 UAS-luciferase, luminescence, 20 h | Potency, µM (top dose mostly 53.6 µM), for the others: at the top dose activity, negative = inhibition, usual class: inhibitors | actives 3.5% (n = 310,000) | AID 2546;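 further: Gal4-VP16 expression switched on by copper sulfate through the metallothionein promoter; potency means the concentration at half of the fitted maximal effect; on the % scale 0 is the no-effect control and ±100 the full control effect; nearly all actives have a fitted effect of over 50% in size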
NPC1 promoter act = NPC1 promoter activation | Huh7 NPC1 promoter luciferase reporter, 24 h | Potency, µM (doses to about 9.22 µM), inactives show at the top dose activation, actives largely listed as activators | actives 2.4% (n = 320,000) | AID 485313;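 further: potency means the concentration at half of the fitted maximal effect; % of control where 0% means no effect; nearly all actives have a fitted effect of over 60% in size; reporter is driven by a mutant NPC1 promoter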
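Cells: Huh7 expressing luciferase under the NPC1 promoter, 1500/well. Seeded 2 h, compound added, incubated 24 h at 37 °C. Luciferase reagent, 10 min ambient, then luminescence.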
PKM2 act = increases activity of human pyruvate kinase M2 | purified PKM2, Kinase-Glo ATP luminescence, activation; response scale: 0% is enzyme alone, no compound | Potency, µM (highest dose often 57.5 µM), for the others: at the highest dose activation, most hits filed as activators | actives 0.34% (n = 260,000) | P14618; further: potency means the concentration at half of the fitted maximal effect; on the % scale 0 is the no-effect control and ±100 the full control effect; nearly all actives have a fitted effect of over 55% in size
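ATP formation by purified human PK-M2, quantified via coupled luciferase luminescence after 1 h at room temperature with 0.1 mM ADP and 0.5 mM PEP final.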
Menin-MLL TR inh = inhibitors of human menin-MLL interaction, mutant MLL peptide; actives 0.23% (n = 270,000); Menin + Texas Red MLL mutant peptide, fluorescence polarization; O00255; AID 1768; Potency, µM (series often up to 61.6 µM), without a hit: at the highest dose FP activity change, negative = inhibition, hits mostly inhibitors; active means well fitted inhibition curve with a large enough effect in the polarisation, with a control signal flat, not every such curve was filed as active; inconclusive means small, poorly fitted or top-dose-only effect, or effect the other way, or a change in a side signal; inactive means no such curve, though single readings can be large or run the other way; the % refers to the polarisation; further: potency means the concentration at half of the fitted maximal effect; % of control where 0% means no effect; many of its hits are not listed in these tables
Target sequence (O00255 whole entry, looked up): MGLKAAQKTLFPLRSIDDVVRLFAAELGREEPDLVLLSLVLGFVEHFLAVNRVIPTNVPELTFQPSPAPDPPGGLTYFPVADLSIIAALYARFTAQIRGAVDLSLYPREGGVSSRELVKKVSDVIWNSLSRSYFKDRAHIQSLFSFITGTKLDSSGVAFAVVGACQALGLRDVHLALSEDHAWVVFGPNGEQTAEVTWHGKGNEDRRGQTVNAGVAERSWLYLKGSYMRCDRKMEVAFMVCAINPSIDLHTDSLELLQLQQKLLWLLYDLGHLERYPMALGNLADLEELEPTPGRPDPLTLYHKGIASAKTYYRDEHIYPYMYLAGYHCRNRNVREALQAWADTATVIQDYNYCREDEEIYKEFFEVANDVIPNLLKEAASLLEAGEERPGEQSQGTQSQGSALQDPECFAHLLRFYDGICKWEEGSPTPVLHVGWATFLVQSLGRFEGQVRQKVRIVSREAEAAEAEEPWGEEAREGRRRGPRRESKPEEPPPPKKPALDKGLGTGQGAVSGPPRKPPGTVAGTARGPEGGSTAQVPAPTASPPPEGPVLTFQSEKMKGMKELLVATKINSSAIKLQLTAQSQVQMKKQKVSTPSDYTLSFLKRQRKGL
* hit, by the source's call; & = joins results of further samples; [ ] = another dose, or the depositor's remark. Unless noted, the call rests on the fitted dose curve; in most records, active means well fitted curve in the direction sought with a large enough effect; inconclusive means small, poorly fitted or top-dose-only effect, or another doubt; inactive means no such curve, though single readings can be large; an effect the other way counts as inactive or inconclusive.

CCC(C)(C)C1CCC2(CC1)NC(=O)N(CC(=O)NCCc1c[nH]c3ccccc13)C2=O (centres undefined) was read as Mito fusion yeast 0%, Rab9 prom act 0%, FLuc counter 8%, KCNH2 3.1 block -10, ELG1 DNA repair -17% and NPC1 promoter act -6%.
`CC(C)N(CCC(=O)c1ccc2ccccc2c1)Cc1ccccc1` gave Mito fusion yeast -34%&-1%[inhibitor], Rab9 prom act -41%[inhibitor][46.1 µM], RORg inh 2.8µM*, FLuc counter -18%, KCNH2 3.1 block 5, ELG1 DNA repair -24%, VP16 counter 2.5µM*, NPC1 promoter act -34%[inhibitor][46.1 µM] and Menin-MLL TR inh -3%.
`N/C(Cc1ccc([N+](=O)[O-])cc1)=N\OC(=O)C1CCCCC1` gave Mito fusion yeast -2%, Rab9 prom act -2%, MBNL1-CUG inh -10%, RORg inh -2%, FLuc counter -3%, KCNH2 3.1 block -19, ELG1 DNA repair -3%, VP16 counter -2%, NPC1 promoter act -1%, PKM2 act -14% and Menin-MLL TR inh 18%.
`CC1=CC(C)(C)N(C(=O)CSc2nccn2C)c2cc(C)ccc21` gave Mito fusion yeast -2%, Rab9 prom act 1%, MBNL1-CUG inh -11%, RORg inh 11µM*, FLuc counter -1%, KCNH2 3.1 block -4, ELG1 DNA repair inconclusive, VP16 counter inconclusive, NPC1 promoter act 1%, PKM2 act 0% and Menin-MLL TR inh -13%.
CCn1c(-c2ccccc2Cl)nn(CC(=O)Nc2ccc(OC)cc2)c1=S was read as Mito fusion yeast 2%, Rab9 prom act 2%, MBNL1-CUG inh -9%, RORg inh 36%, FLuc counter 4%, KCNH2 3.1 block -2, ELG1 DNA repair -15%, VP16 counter -2%, NPC1 promoter act -13%, PKM2 act -4% and Menin-MLL TR inh inconclusive.
O=C(Cn1c(=O)n(-c2ccc(F)cc2)c(=O)c2sccc21)N1CCCC1 was read as Mito fusion yeast 0%, Rab9 prom act 4%, MBNL1-CUG inh 1%, RORg inh 0%, FLuc counter 0%, KCNH2 3.1 block 13, ELG1 DNA repair 8%, VP16 counter -5%, NPC1 promoter act 2%, PKM2 act 0% and Menin-MLL TR inh 8%.
For Cc1nc(N)ncc1Sc1ccccc1 the results were Mito fusion yeast 5%, Rab9 prom act -4%, RORg inh -8%, FLuc counter -2%, KCNH2 3.1 block 8, ELG1 DNA repair -11%, VP16 counter -1%, NPC1 promoter act -4% and PKM2 act -2%.
For CC(NC(=O)CSc1nnc(-c2cc3cc(Cl)ccc3o2)n1C)c1ccccc1 (centres undefined) the results were Mito fusion yeast -2%, Rab9 prom act -1%, MBNL1-CUG inh 2%, RORg inh 42%, FLuc counter inconclusive, KCNH2 3.1 block -10, ELG1 DNA repair -17%, VP16 counter -6%, NPC1 promoter act -1%, PKM2 act 5% and Menin-MLL TR inh 12%.
Screening O=C(O)CC(CNS(=O)(=O)c1cccc2nsnc12)c1ccccc1 (centres undefined) returned Mito fusion yeast -13%, Rab9 prom act -5%, MBNL1-CUG inh inconclusive, RORg inh 2%, FLuc counter -8%, KCNH2 3.1 block -17, ELG1 DNA repair 11%, VP16 counter -10%, NPC1 promoter act -1%, PKM2 act -4% and Menin-MLL TR inh 1%.
`CCOC(=O)c1c(CN2CCCCC2)n(C)c2cc(Br)c(O)c(CN(C)C)c12` gave Mito fusion yeast -2%, Rab9 prom act 1%, MBNL1-CUG inh 1%, RORg inh 12%, FLuc counter 0%, KCNH2 3.1 block -4, ELG1 DNA repair -30%, VP16 counter -5%, NPC1 promoter act 0%, PKM2 act inconclusive and Menin-MLL TR inh 5%[11.7 µM].
O=C(Nc1ccccc1NC(=O)NC1CCCCC1)NC1CCCCC1 was read as Mito fusion yeast -3%, Rab9 prom act -7%, MBNL1-CUG inh -2%, RORg inh -2%[0.365 µM], FLuc counter inconclusive, KCNH2 3.1 block -15, ELG1 DNA repair 11%, NPC1 promoter act -5%, PKM2 act -16% and Menin-MLL TR inh inconclusive.
COc1ccc(C(C)(C)C)cc1NC(=O)Nc1ccc2c(c1)OCO2 was read as Mito fusion yeast 12%, Rab9 prom act 0%, MBNL1-CUG inh 4%, RORg inh 0%, FLuc counter inconclusive, KCNH2 3.1 block -5, ELG1 DNA repair inconclusive, VP16 counter -8%, NPC1 promoter act -2%, PKM2 act 9% and Menin-MLL TR inh -22%.
Screening O=C(N/N=C/c1cc(O)ccc1[N+](=O)[O-])c1ccc2c(c1)OCCO2 returned Mito fusion yeast 6%, Rab9 prom act 2µM*, MBNL1-CUG inh inconclusive, RORg inh 10µM*, FLuc counter 0.6µM*, KCNH2 3.1 block 5, ELG1 DNA repair inconclusive, VP16 counter 8.9µM*, NPC1 promoter act inconclusive and PKM2 act -13%.
Cc1ccc(-c2c3c([nH]c(=S)c2C#N)CCCC3)o1 was read as Mito fusion yeast 10%, Rab9 prom act -1%, MBNL1-CUG inh 27%, RORg inh -19%, FLuc counter inconclusive, KCNH2 3.1 block -4, ELG1 DNA repair 0%, VP16 counter -1%, NPC1 promoter act -3%, PKM2 act -4% and Menin-MLL TR inh inconclusive.
Screening COc1ccc(NC(=S)NC2CCS(=O)(=O)C2)cc1 (centres undefined) returned Mito fusion yeast 0%, Rab9 prom act 2%, MBNL1-CUG inh -4%, RORg inh -8%, FLuc counter 3%, ELG1 DNA repair -1%, VP16 counter -8%, NPC1 promoter act 1%, PKM2 act -3% and Menin-MLL TR inh 0%.
For O=C1CCCC(=O)N1c1ccc(NCCOCCO)c([N+](=O)[O-])c1 the results were Mito fusion yeast -5%, Rab9 prom act -8%, MBNL1-CUG inh inconclusive, RORg inh -2%, FLuc counter 3%, KCNH2 3.1 block -14, ELG1 DNA repair 7%, VP16 counter 2%, NPC1 promoter act -4%, PKM2 act -12% and Menin-MLL TR inh 3%.
`CN(C)c1ccc(/C=N/NC(=O)CCC(=O)NCc2ccccc2)cc1` gave Mito fusion yeast -2%, Rab9 prom act 2%, MBNL1-CUG inh inconclusive, RORg inh -4%, FLuc counter inconclusive, KCNH2 3.1 block 8, ELG1 DNA repair 5%, VP16 counter -13%, NPC1 promoter act 0%, PKM2 act -5% and Menin-MLL TR inh 0%.
O=C(NCC1COc2ccccc2O1)C1CCN(S(=O)(=O)c2ccc(Cl)cc2)CC1 (centres undefined) was read as Mito fusion yeast 14%, Rab9 prom act -6%, FLuc counter 0%, KCNH2 3.1 block 18, ELG1 DNA repair inconclusive and NPC1 promoter act 0%.
For O=C(CN(Cc1ccc(F)cc1)C(=O)Cn1nnc2ccccc21)NCC1CCCO1 (centres undefined) the results were Mito fusion yeast -1%, Rab9 prom act 1%, MBNL1-CUG inh -10%, RORg inh -45%, FLuc counter -1%, KCNH2 3.1 block -20, ELG1 DNA repair 2%, VP16 counter 4%, NPC1 promoter act -4%, PKM2 act 0% and Menin-MLL TR inh 11%.
For CC(=O)c1cccc(NS(=O)(=O)c2cc(OCC(N)=O)c(C)cc2Cl)c1 the results were Mito fusion yeast -1%, Rab9 prom act 2%, MBNL1-CUG inh -8%, RORg inh 30%, FLuc counter -1%, KCNH2 3.1 block -26, ELG1 DNA repair 2%, VP16 counter 4%, NPC1 promoter act -7%, PKM2 act -2% and Menin-MLL TR inh -14%.
Screening COCCN(C(=O)c1cc(-c2ccncc2)nc2ccccc12)c1c(N)n(CC(C)C)c(=O)[nH]c1=O returned Mito fusion yeast 5%, Rab9 prom act -10%, FLuc counter 0%, KCNH2 3.1 block 8, ELG1 DNA repair 0% and NPC1 promoter act -2%.
Screening CC1(C)[C@@H](O)CC[C@]2(C)C3C(O)C=C4[C@H]5C[C@@](C)(C(=O)O)CC[C@]5(C)CC[C@]4(C)[C@]3(C)CC[C@@H]12 (some centres undefined) returned Mito fusion yeast 2%, Rab9 prom act -1%, MBNL1-CUG inh 0%, RORg inh -39%, FLuc counter 3%, ELG1 DNA repair 1%, VP16 counter 0%, NPC1 promoter act -2% and PKM2 act -4%.
Screening O=C(NCCc1ccccc1)c1ccc2nc(N3CCOCC3)sc2c1 returned Mito fusion yeast -1%, Rab9 prom act -2%, MBNL1-CUG inh -6%, RORg inh 24%, FLuc counter -19%, KCNH2 3.1 block 6, ELG1 DNA repair 29%, VP16 counter inconclusive, NPC1 promoter act 1%, PKM2 act 1% and Menin-MLL TR inh 9%.

Assay outcomes deposited in PubChem BioAssay by National Center for Advancing Translational Sciences (NCATS).

This is a subset; rates above refer to the full screens.
